Screening data as filed in PubChem.
All columns: NCI-60 one-dose screen, growth in % after 48 h at 10 µM unless noted; 100 = growth as untreated, 0 = no growth, -100 = all killed.
HCT-116 – HCT-116 colon cancer | actives 7.3% (n = 82,000) | AID 1794798
COLO 205 – COLO 205 colon cancer; actives 7.3% (n = 79,000); AID 1794742
NCI/ADR-RES – NCI/ADR-RES ovarian cells; actives 4.4% (n = 81,000); AID 1794790
NCI-H226 – NCI-H226 lung cancer; actives 3.5% (n = 79,000)
NCI-H322M – NCI-H322M lung cancer; actives 2.7% (n = 80,000)
NCI-H522 – NCI-H522 lung cancer | actives 8% (n = 78,000)
HCT-15 – HCT-15 colon cancer; actives 5.2% (n = 82,000)
NCI-H23 – NCI-H23 lung cancer. AID 1794731. actives 4% (n = 80,000)
NCI-H460 – NCI-H460 lung cancer; actives 6.8% (n = 82,000)
Numbers without * were called inactive; . = no result given. Rule for the calls: active = growth percent below 10; inactive = the rest.

SMILES | HCT-116 | COLO 205 | NCI/ADR-RES | NCI-H226 | NCI-H322M | NCI-H522 | HCT-15 | NCI-H23 | NCI-H460
C=CCNC(=O)c1ccccc1SC(C)=O | 93 | 106 | 100 | 117 | 101 | 106 | 102 | 98 | 105
O=C(CCCCC(=O)OC1CS(=O)(=O)CC1Cl)OC1CS(=O)(=O)CC1Cl (stereo not given) | 106 | 101 | 106 | 103 | 113 | 92 | 112 | 104 | 118
Cc1ccc(S(=O)(=O)Nc2ccc3nc(NC(=O)c4ccco4)sc3c2)cc1 | 97 | 112 | 99 | . | 107 | 95 | 82 | 96 | 105
COc1ccc(-c2nc(-c3ccc(-c4nc5ccc(OC)cc5[nH]4)cc3)no2)cc1 | 95 | 122 | 100 | 97 | 110 | 98 | 101 | 101 | 106
Cc1ccc(N2CCN(C(=S)Cc3ccccc3)CC2)cc1 | 95 | 121 | 101 | 101 | 94 | 92 | 104 | 98 | 104
COc1ccc(Nc2cnc3cc(NC(=O)NC4CCCCC4)ccc3n2)cc1 | 94 | 112 | 104 | 101 | 103 | 89 | 105 | 108 | 90
Cn1c(SCC(=O)c2ccc([N+](=O)[O-])cc2)nc2ccccc2c1=O | 103 | 118 | 105 | 99 | 101 | 96 | 101 | 106 | 103
CC(C)=CC(=O)N[C@@H]1CC2CCC3C(CC[C@@]4(C)C3CC[C@@H]4C(C)N(C)C)[C@@]2(C)C[C@@H]1O (stereo not given in full) | 27 | 15 | 53 | 89 | 104 | 83 | 2.9* | 44 | 32
NC(=O)c1[nH]cnc1/N=N/N(CCO)Cc1ccccc1 | 89 | 97 | 110 | 103 | 119 | 98 | 107 | 98 | 98
C/C(=C\CSCC(=O)NC(Cc1ccc(O)c(O)c1)C(=O)O)CCCC(C)CCCC(C)CCCC(C)C (stereo not given) | 74 | 69 | 103 | 68 | 93 | 23 | 38 | 92 | 77
COc1ccc(/C=C2\N=C(c3cccnc3)N(c3ccccc3)NC2=O)cc1 | 97 | 113 | 100 | 87 | 94 | 98 | 95 | 96 | 96
Cc1cc(N2CCCCC2)nc(NCc2cc(Nc3ccnc4cc(Cl)ccc34)ccc2F)n1 | -63* | -73* | 6.9* | 68 | -13* | -58* | -55* | 22 | -23*
Cc1nnc(/N=C2\NC(=O)/C(=C/c3c(F)c(F)c(F)c(F)c3F)S2)s1 | 84 | . | 100 | 97 | 91 | 87 | 88 | 100 | 98
N#CC1=C(N)Oc2c(c(=O)[nH]c3ccccc23)C12C(=O)Nc1ccccc12 (stereo not given) | 96 | 102 | 100 | 83 | 100 | 90 | 104 | 94 | 106
Clc1nc2ccccc2cc1-c1nc2ccccc2o1 | 107 | 114 | 97 | 99 | . | 106 | 111 | 89 | 106
O=C1OC(c2ccccc2)(c2ccc(O)cc2)c2ccccc21 (stereo not given) | 107 | 99 | 100 | 109 | 125 | . | 100 | 104 | 97
CCCCCCCCCCCCCCCCN=Cc1ccc(Cl)c(Cl)c1 | 82 | 112 | 94 | 92 | 95 | 88 | 93 | 86 | 100
CC(=N)C1=C(O)COC1=O | 102 | . | 105 | 80 | 95 | 94 | 107 | 101 | 103
CC(C)c1ccc(/C=C(\C#N)c2cc3ccccc3[nH]2)cc1 | 78 | 83 | 72 | 89 | 89 | 66 | 46 | 81 | 75
NC(=O)NC(CC(=O)O)C(=O)O (stereo not given) | 100 | 103 | 104 | 95 | 99 | 105 | 91 | 98 | 99

18 entries from above, with tabs:
mol	HCT-116	COLO 205	NCI/ADR-RES	NCI-H226	NCI-H322M	NCI-H522	HCT-15	NCI-H23	NCI-H460
O=C(CCCCC(=O)OC1CS(=O)(=O)CC1Cl)OC1CS(=O)(=O)CC1Cl (stereo not given)	106	101	106	103	113	92	112	104	118
Cc1ccc(S(=O)(=O)Nc2ccc3nc(NC(=O)c4ccco4)sc3c2)cc1	97	112	99	.	107	95	82	96	105
COc1ccc(-c2nc(-c3ccc(-c4nc5ccc(OC)cc5[nH]4)cc3)no2)cc1	95	122	100	97	110	98	101	101	106
Cc1ccc(N2CCN(C(=S)Cc3ccccc3)CC2)cc1	95	121	101	101	94	92	104	98	104
COc1ccc(Nc2cnc3cc(NC(=O)NC4CCCCC4)ccc3n2)cc1	94	112	104	101	103	89	105	108	90
Cn1c(SCC(=O)c2ccc([N+](=O)[O-])cc2)nc2ccccc2c1=O	103	118	105	99	101	96	101	106	103
CC(C)=CC(=O)N[C@@H]1CC2CCC3C(CC[C@@]4(C)C3CC[C@@H]4C(C)N(C)C)[C@@]2(C)C[C@@H]1O (stereo not given in full)	27	15	53	89	104	83	2.9*	44	32
NC(=O)c1[nH]cnc1/N=N/N(CCO)Cc1ccccc1	89	97	110	103	119	98	107	98	98
C/C(=C\CSCC(=O)NC(Cc1ccc(O)c(O)c1)C(=O)O)CCCC(C)CCCC(C)CCCC(C)C (stereo not given)	74	69	103	68	93	23	38	92	77
COc1ccc(/C=C2\N=C(c3cccnc3)N(c3ccccc3)NC2=O)cc1	97	113	100	87	94	98	95	96	96
Cc1cc(N2CCCCC2)nc(NCc2cc(Nc3ccnc4cc(Cl)ccc34)ccc2F)n1	-63*	-73*	6.9*	68	-13*	-58*	-55*	22	-23*
Cc1nnc(/N=C2\NC(=O)/C(=C/c3c(F)c(F)c(F)c(F)c3F)S2)s1	84	.	100	97	91	87	88	100	98
N#CC1=C(N)Oc2c(c(=O)[nH]c3ccccc23)C12C(=O)Nc1ccccc12 (stereo not given)	96	102	100	83	100	90	104	94	106
Clc1nc2ccccc2cc1-c1nc2ccccc2o1	107	114	97	99	.	106	111	89	106
O=C1OC(c2ccccc2)(c2ccc(O)cc2)c2ccccc21 (stereo not given)	107	99	100	109	125	.	100	104	97
CCCCCCCCCCCCCCCCN=Cc1ccc(Cl)c(Cl)c1	82	112	94	92	95	88	93	86	100
CC(=N)C1=C(O)COC1=O	102	.	105	80	95	94	107	101	103
CC(C)c1ccc(/C=C(\C#N)c2cc3ccccc3[nH]2)cc1	78	83	72	89	89	66	46	81	75

(next part)
SMILES | HCT-116 | COLO 205 | NCI/ADR-RES | NCI-H226 | NCI-H322M | NCI-H522 | HCT-15 | NCI-H23 | NCI-H460
O=C(O)c1cccc(S(=O)(=O)Cl)c1 | 104 | 102 | 104 | 97 | 99 | 82 | 99 | 96 | 101
COc1ccc(N=Nc2sc(=O)n(Cc3ccccc3)c2S)cc1 | 87 | 120 | 100 | 96 | 97 | 80 | 91 | 94 | 96
CC1(C)[C@@H](OC2CC(O)C(O)C(CO)O2)CC[C@]2(C)[C@H]3C(=O)C=C4[C@@H]5C[C@@](C)(C(=O)O)CC[C@]5(C)CC[C@@]4(C)[C@]3(C)CC[C@@H]12 (stereo not given in full) | 102 | 118 | 106 | 99 | 104 | 99 | 106 | 103 | 107
CN(C)CCN(Cc1ccccc1)c1ccc2ccccc2n1 | 90 | 89 | 94 | 111 | . | 97 | 98 | 98 | 97
CCCc1cc2c(OC)cc(-c3c(CC4OCCO4)cc4oc5ccccc5c(=O)c4c3O)c(O)c2c(=O)n1C | 89 | 108 | 98 | 81 | 84 | 87 | 98 | 95 | 106
O=C(O)Cc1ccc2ccccc2c1Br | 83 | 94 | 107 | 91 | 103 | 56 | 105 | 104 | 104
C[C@@H]1CN(C(=O)CCOS(C)(=O)=O)[C@@H](C)CN1C(=O)CCOS(C)(=O)=O | 96 | 114 | 114 | 101 | 122 | 96 | 131 | 106 | 107
CN1CCN(Cc2ccc(NC(=O)c3cncc(C#Cc4c(N)ncc5cc(F)ccc45)c3)cc2C(F)(F)F)CC1 | -79* | -21* | 10 | 22 | 40 | 34 | -92* | -40* | -20*
NC(=O)C(c1ccccc1)N1CCCCC1 (stereo not given) | 105 | 117 | 107 | 95 | 94 | 97 | 106 | 101 | 113
NC1CCN(c2c(F)cc3c(=O)c(C(=O)O)cn(C4CC4)c3c2Cl)C1 (stereo not given) | 112 | 112 | 103 | 100 | . | . | 97 | 95 | 98
c1ccc(CNc2nc(-c3ccccc3)[nH]c2-c2ccccc2)cc1 | 111 | 122 | 125 | 119 | 113 | 106 | 109 | . | 110
Fc1ccc2nc(-c3nc(-c4ccccc4F)n4ccccc34)[nH]c2c1 | 85 | 97 | 73 | 92 | 85 | 76 | 86 | 87 | 91
CCCN1CCc2cc(OC)c(OC)cc2C1Cc1ccc(OC)c(OC)c1 (stereo not given) | 101 | 101 | 101 | 107 | 99 | 100 | 110 | 94 | 105
OC1CCN(CCCOc2c3ccccc3nc3c2oc2ccccc23)CC1 | 3.8* | -64* | -18* | -31* | -17* | -49* | -8.3* | . | 0.9*
COc1ccc(C(=O)COc2ccc(/C=C3\COc4ccc(OC)cc4C3=O)cc2)cc1 | 64 | 122 | 81 | 86 | 96 | 70 | 77 | 78 | 104
CCC(C)CCC=C(C)C (stereo not given) | 100 | 128 | 108 | 95 | 107 | 97 | 102 | 99 | 99
Clc1ccc(Sc2ccc(Cl)cc2)cc1 | 93 | 109 | 97 | 102 | 109 | 45 | 90 | 95 | 89
CNCCn1c(=O)c2cc(OC)c(OC)cc2c2ccc3cc4c(cc3c21)OCO4 | 2.9* | -62* | 5.0* | -99* | -14* | -35* | 17 | -18* | -18*
C#CCN(C)CCCOc1ccc(NC(=O)CCCCCCCCC(=O)NO)cc1Cl | 39 | 76 | 83 | 73 | 92 | 52 | 75 | 54 | 82
O=c1c2cccc3c(Nc4ccccn4)ccc(c32)c2nc3ccccc3n12 | 65 | 71 | 75 | 70 | 75 | 57 | 59 | 61 | 53

Compound profiles, from the list above. Screens in order: HCT-116	COLO 205	NCI/ADR-RES	NCI-H226	NCI-H322M	NCI-H522	HCT-15	NCI-H23	NCI-H460
`O=C1OC(c2ccccc2)(c2ccc(O)cc2)c2ccccc21` (stereo not given) across the screens: 107	99	100	109	125	.	100	104	97
`CNCCn1c(=O)c2cc(OC)c(OC)cc2c2ccc3cc4c(cc3c21)OCO4` across the screens: 2.9*	-62*	5.0*	-99*	-14*	-35*	17	-18*	-18*
`C[C@@H]1CN(C(=O)CCOS(C)(=O)=O)[C@@H](C)CN1C(=O)CCOS(C)(=O)=O` across the screens: 96	114	114	101	122	96	131	106	107

(next part)
SMILES | HCT-116 | COLO 205 | NCI/ADR-RES | NCI-H226 | NCI-H322M | NCI-H522 | HCT-15 | NCI-H23 | NCI-H460
CC(C)OC(=O)Nc1cc(C(F)(F)F)cc(C(F)(F)F)c1 | 103 | 103 | 101 | 101 | 100 | 100 | 95 | 105 | 65
CCOP(=O)(OCC)c1nc(-c2ccc(C)cc2)oc1NCCCI | 50 | 103 | 70 | 81 | 99 | 65 | 64 | 61 | 52
COC(=O)Cc1cc(O)cc2oc(-c3cc(Cl)cc(OC)c3OC)cc(=O)c12 | 109 | 123 | 97 | 94 | 99 | 108 | 112 | 97 | 120
O=C1/C(=C/c2ccccc2)CCc2nc3ccccc3c(/C=C/c3ccc(F)cc3)c21 | 68 | 117 | 95 | . | 101 | 74 | 81 | 92 | 92
CN1C(=O)N(C)C2NC(=NCCO)NC21 (stereo not given) | 99 | 104 | 99 | 108 | 93 | 81 | 106 | 98 | 101
CC(C)CC[n+]1cccc(C(=O)c2ccccc2)c1 | 93 | 103 | 103 | 97 | 101 | 122 | 102 | 106 | 113
COc1cccc(C(=O)CSc2nc3sc4c(c3c(=O)n2-c2ccccc2)CCC(C)C4)c1 (stereo not given) | 66 | 119 | 86 | 48 | 107 | 61 | 98 | 74 | 101
O=C1c2ccccc2C(=O)N1/N=C/c1ccccc1Cl | 109 | 115 | 114 | 95 | 94 | 102 | 102 | 109 | 109
Cc1cc(C)cc(NC(=O)Cn2cc(COn3nnc4ccccc43)nn2)c1 | 103 | 117 | 102 | 101 | 99 | 96 | 106 | . | 114
CN(C)c1ccc(/C=C/c2nc(=O)c3ccccc3o2)cc1 | 64 | 88 | . | 101 | 113 | 98 | 105 | 101 | 97
CCOP(=O)(OCC)C(NC(=O)c1ccccc1)C(=O)NCCCCl (stereo not given) | 95 | 99 | 101 | 101 | 95 | 81 | 98 | 101 | 120
CC(=O)Nc1cc2oc3ccccc3c2cc1[N+](=O)[O-] | 97 | 110 | 110 | 66 | 110 | 121 | 92 | 99 | 108
C#C[C@@H]1CC2Cc3ccc(Cl)c(C)c3N1O2 (stereo not given in full) | 106 | 123 | 99 | 108 | 110 | 96 | 115 | 101 | 111
C=CC(C)(C)n1cc(C2=C(O)C(=O)C(c3cn(C(C)(C)C=C)c4ccccc34)=C(O)C2=O)c2ccccc21 | 97 | 97 | 98 | 90 | 89 | 98 | 84 | 81 | 90
Oc1c(Cl)cc(Cl)c(Cl)c1CNCCNCc1c(O)c(Cl)cc(Cl)c1Cl | 14 | 13 | 4.3* | 56 | 22 | 15 | 25 | 25 | 13
CC(O)C(=O)NCCc1ccccc1 (stereo not given) | 98 | 97 | 104 | 103 | 101 | 101 | 101 | 97 | 106
O=C(NC(=S)N1CCCC1)c1ccccc1 | 99 | 112 | 107 | 115 | 101 | 80 | 97 | 110 | 111
Cc1nn2c(-c3nc4cc(Cl)c(F)cc4[nH]3)c(-c3ccc(F)cc3)nc2s1 | 69 | 99 | 79 | 93 | 83 | 69 | . | 89 | 94
